# All columns: NCI-60 one-dose screen, growth in % after 48 h at 10 µM unless noted; 100 = growth as untreated, 0 = no growth, -100 = all killed.
# SK-MEL-28 = SK-MEL-28 melanoma. hit rate 4.1% among 81,000. AID 1794761
# SK-MEL-5 = SK-MEL-5 melanoma. AID 1794755. hit rate 6.4% among 80,000
# MDA-MB-435 = MDA-MB-435 melanoma | hit rate 7.8% among 82,000
# SK-MEL-2 = SK-MEL-2 melanoma. hit rate 4.7% among 77,000. AID 1794763
# UACC-62 = UACC-62 melanoma; hit rate 5.4% among 81,000
# LOX IMVI = LOX IMVI melanoma; AID 1794757; hit rate 7.4% among 79,000
# MALME-3M = MALME-3M melanoma; hit rate 5.8% among 78,000
# UACC-257 = UACC-257 melanoma. hit rate 4.4% among 78,000
# An asterisk follows results filed as active; nt = no result given. Rule for the calls: active = growth percent below 10; inactive = the rest.
SMILES,SK-MEL-28,SK-MEL-5,MDA-MB-435,SK-MEL-2,UACC-62,LOX IMVI,MALME-3M,UACC-257
CC1CN=C(c2ccccc2)O1 (configuration not stated),113.4,105.0,113.5,114.8,104.3,105.3,136.9,82.8
Ic1ccc(-c2ccccc2)cc1,111.3,100.4,114.5,105.8,103.1,104.2,103.5,104.3
c1ccc(CN2CCOCC2)nc1,108.2,109.4,108.8,104.5,100.2,106.0,117.8,107.6
O=C(NCc1cn(Cc2cccc(Oc3ccccc3)c2)nn1)c1cccnc1Nc1cccc(F)c1,94.9,91.9,25.8,nt,58.6,73.6,87.4,86.8
CC(=O)OCC(=O)[C@@]1(O)CC[C@H]2[C@@H]3CC[C@H]4C[C@@H](O)CC[C@]4(C)[C@H]3C(=O)C[C@@]21C,111.3,92.5,108.5,nt,101.5,94.0,98.1,88.9
CC1(C)CC[C@]2(C(=O)O)CC[C@]3(C)C(=CCC4[C@@]5(C)C[C@@H](O)[C@@H]6OC(c7ccco7)OC[C@@]6(C)C5CC[C@]43C)C2C1 (some centres not stated),24.9,-33.2*,12.2,-23.4*,-7.1*,22.9,9.8*,1.3*
O=C1/C(=C/c2ccc(Br)cc2)SC(=Nc2ccccc2)N1Nc1ccccc1,91.7,95.8,62.3,67.9,63.2,67.6,89.2,72.1
COc1cc2cc(C(=O)N3C[C@@H](CCl)c4c3cc(OC(=O)N(C)CCSSCCN3CCOCC3)c3ccccc43)[nH]c2c(OC)c1OC,-60.7*,-46.5*,-41.2*,-86.8*,-80.3*,-69.2*,-83.7*,-8.7*
CCN(CC)CC(O)CCNc1ccnc2cc(Cl)ccc12 (configuration not stated),113.7,112.7,99.2,111.3,109.1,100.5,106.5,107.5
O=C(Nc1ccc(Oc2cccc(F)c2)c(Cl)c1)c1ccccn1,100.7,90.5,91.3,94.5,83.7,97.4,97.7,109.0
c1ccc(-c2ccc(-c3ccccc3)o2)cc1,104.8,100.2,102.9,104.4,100.7,101.6,73.6,99.4
O=C1c2c(c3c4ccccc4[nH]c3c3ccc4ccccc4c23)C(=O)N1CCN1CCCCC1,98.1,55.4,67.2,90.5,42.8,30.2,73.9,85.4
C=CCc1c(C)[nH]c2ccccc2c1=O,109.1,100.2,109.5,101.2,108.8,101.3,111.6,99.8
CCc1nnc2n1N=C(c1ccc(Br)cc1)CS2,105.5,98.8,96.6,102.0,89.6,95.5,104.8,106.5
Oc1ccccc1N=Cc1cc(-c2ccccc2)nn1-c1ccccc1,98.7,99.3,114.8,95.4,87.6,93.9,111.3,103.0

# The list goes on; it opens with the 2 that closed the last part.
SMILES,SK-MEL-28,SK-MEL-5,MDA-MB-435,SK-MEL-2,UACC-62,LOX IMVI,MALME-3M,UACC-257
CCc1nnc2n1N=C(c1ccc(Br)cc1)CS2,105.5,98.8,96.6,102.0,89.6,95.5,104.8,106.5
Oc1ccccc1N=Cc1cc(-c2ccccc2)nn1-c1ccccc1,98.7,99.3,114.8,95.4,87.6,93.9,111.3,103.0
COc1cccc(Nc2c(Br)cnc3[nH]c4ccc(Br)cc4c23)c1,94.5,90.5,24.3,100.4,72.7,95.5,89.8,83.0
COc1ccc(NC(=O)c2sc3nc(C)c(C(O)c4ccc(OC)cc4)cc3c2N)cc1 (configuration not stated),65.8,9.5*,-2.1*,45.6,31.6,40.5,63.7,60.4
O=C(c1ccccc1)c1cccc(C(=O)c2ccccc2)c1,106.7,92.7,104.0,92.2,89.7,92.4,101.1,91.8
CCCCCCCCOC(=O)c1cc(Cl)c(O)c(OC)c1,103.4,96.3,104.2,99.6,93.0,95.0,96.2,95.0
N#Cc1nc(-c2ccco2)cc(-c2ccc(Nc3nc(N4CCCCC4)nc(N4CCCCC4)n3)cc2)c1N,nt,94.2,92.7,105.8,89.8,96.0,130.1,100.7
Cc1ccc(NC(=O)/C=C/c2ccccc2)cc1,104.3,96.1,94.5,97.8,87.6,91.3,93.9,108.0
CCOC(=O)c1sc2nc(C)cc(C)c2c1N,106.5,91.4,105.7,nt,94.8,93.1,114.0,137.5
CCNc1nc2ccccc2c2c(=O)c3cccc(C)c3sc12,119.6,88.6,114.0,107.0,73.5,88.2,98.4,102.2
CCCCCCCN1C(=O)/C(=c2\sc3n(c2=O)NC2C(N=3)N(CC)C(=O)N2CC)c2ccccc21 (configuration not stated),100.8,nt,94.4,98.5,70.4,74.1,92.2,93.6
O=C(CCc1nnc(C2CCCN2)o1)c1nc2ncccc2[nH]1 (configuration not stated),113.2,99.0,105.8,104.3,96.4,93.4,110.5,112.7
COc1cc(OC)c2c(c1)nc(-c1ccc(OC)c(OC)c1)c1c(=O)n(C)c(=O)n(C)c12,116.9,101.2,107.2,107.2,97.8,105.0,93.6,103.4
COc1ccc(-c2nc(SCCC(C)C)nc(N/N=C\c3ccc(Cl)cc3)c2C#N)cc1,91.3,97.7,80.1,101.3,76.1,nt,80.2,100.9
COc1ccc(-c2cc(-c3nnc(SCC(=O)Nc4ccc(/C(C)=N\O)cc4)n3-c3ccccc3)c3cc(OC)ccc3n2)cc1,95.4,83.8,79.2,86.9,49.0,-36.4*,105.4,71.0
COc1ccc(OC)c(-c2cc(-c3ccc(Cl)cc3)c3c(N)c(C(C)=O)sc3n2)c1,92.0,93.9,81.7,nt,80.5,86.2,102.3,85.6
CC(=Nc1ccccc1)C1=C(O)C(Cc2ccccc2)NC1=O (configuration not stated),37.8,-43.3*,-27.3*,26.9,24.6,18.5,58.6,nt
COc1ccc(-c2cnc3sc(C)cn23)cc1,103.6,100.2,nt,103.6,92.5,94.6,102.8,102.4
O=C(C1=Cc2cccn2Cc2cnnn21)c1ccc(F)cc1,105.1,99.5,103.3,102.1,92.5,98.3,97.9,104.2
Oc1ccc(-c2nc3ccc(/C(=N\N=C\c4ccccc4)c4ccccc4)cc3[nH]2)cc1,97.6,87.6,87.5,87.5,82.5,71.2,98.5,101.4
C#CCOc1cccc(-c2nc(N)nc(Nc3ccccc3SSc3ccccc3Nc3nc(N)nc(-c4cccc(OCC#C)c4)n3)n2)c1,88.9,57.3,72.7,96.3,63.9,-52.8*,96.8,108.4
Cc1cc2nc(C(Cl)Cl)nc(-c3ccc(S(=O)(=O)N(C)C)cc3)n2n1,59.3,80.3,47.0,93.0,68.5,17.7,17.3,87.0
CC1(C)CC(=O)C=C(NCCO)C1,112.4,113.1,117.5,nt,109.2,106.8,95.6,95.4
O=[N+]([O-])c1nccn1CCCCCCN1CCOCC1,104.3,104.8,107.8,133.0,99.3,99.7,109.5,105.2
COc1cc2c(cc1OC(=O)C(Cl)Cl)c1c3c(OC)c(OC)c(OC)c4c5cc(OC)c(OC(=O)C(Cl)Cl)cc5c(c5c(OC)c(OC)c(OC)c2c51)c43,94.1,94.2,108.0,100.2,93.0,87.4,110.3,96.5
OCCNc1nc(NCCO)nc(Nc2ccc(C3=NN(c4ccc(Cl)cc4)C(c4ccc(Cl)cc4)C3)cc2)n1 (configuration not stated),54.4,78.2,58.1,52.0,77.9,28.2,70.1,72.9
O=C(O)c1ccc(S(=O)(=O)O)cc1,108.6,110.1,114.3,nt,102.2,97.3,97.2,nt
CC(=O)N1CCN(Cc2ccc3c(NNC(=O)c4cnccn4)nc4cc(F)ccc4n23)CC1,30.4,nt,37.4,43.5,9.0*,10.3,30.4,13.3
CSc1nc(SCc2ccc(Cl)cc2)ncc1C,100.4,100.0,99.7,83.0,85.5,78.3,94.0,98.8
N#Cc1c(NC(=O)c2cccc(C(F)(F)F)c2F)sc2c1CCC(=O)C2,-71.8*,-91.1*,-30.5*,5.3*,-56.6*,-8.5*,-21.6*,-36.3*
N#CCc1nc2ccccc2[nH]1,105.7,98.6,111.1,100.0,88.2,93.0,104.0,82.1
N#CC1=C(Nc2ccccc2)SC(c2cccs2)NC1=O (configuration not stated),108.6,95.6,104.0,113.8,86.0,104.0,89.1,94.8
O=C1C=CC(=Nc2ccc(O)c3ncccc23)c2cccnc21,102.3,119.0,104.4,136.1,nt,79.0,80.5,111.0
Fc1ccc(/C=C/[C@@H]2C[C@@H](F)CCO2)cc1,92.9,98.0,97.9,110.1,90.9,96.9,99.7,93.9
CC(C)(C)n1cc(-c2ccnc(NCCNS(=O)(=O)c3cccc4ccccc34)c2)c(-c2cccc(F)c2)n1,-2.6*,-97.1*,-31.8*,-35.3*,8.0*,-86.8*,-73.1*,-8.8*
N#CC(C#N)N=Nc1ccc(Cl)cc1Cl,70.3,99.8,111.4,99.9,69.6,94.8,77.3,87.3
COc1ccc(C2=NNC(c3cn(-c4ccccc4)nc3-c3ccc([N+](=O)[O-])cc3)C2)cc1 (configuration not stated),96.4,86.3,86.2,88.3,67.8,78.8,79.2,92.5
CCC1(C)CN=C(c2ccccc2)NC1 (configuration not stated),107.0,106.1,105.3,104.2,101.5,90.8,nt,113.5
CC1OC(O[C@H]2/C=C/C=C/C=C/C=C/C=C/C=C/C=C/[C@H](C)[C@@H](O)[C@@H](C)[C@H](C)OC(=O)CC(O)CC(O)CCC(O)C(O)CC(O)C[C@]3(O)C[C@H](O)C(C(=O)O)C(C2)O3)C(O)[C@H](N)C1O (some centres not stated),-65.8*,35.9,-69.5*,57.6,-13.0*,-12.0*,-66.0*,-76.0*
COC(=O)c1ccc(-n2cc([C@]3(OC(C)=O)CC[C@H]4[C@@H]5CCC6=CC(=O)CC[C@@H]6[C@H]5CC[C@@]43C)nn2)cc1,111.2,94.0,100.2,102.6,91.7,92.0,114.2,94.6
O=[N+]([O-])c1ccc(N=Nc2ccccc2)cc1,99.3,99.0,109.9,94.3,91.4,92.0,101.1,107.5
COc1ccc(-c2cc(-c3ccc(Cl)cc3)nc(SCCCCCCC(=O)NO)n2)cc1OC,72.9,1.0*,69.1,89.3,28.1,0.6*,42.5,72.1
CCOC(=O)CCC(=O)O[C@H]1[C@H](O[C@@H]2[C@@H](C)[C@H](O[C@H]3C[C@@](C)(OC)[C@@H](O)[C@H](C)O3)[C@@H](C)C(=O)O[C@H](CC)[C@@](C)(O)[C@H](O)[C@@H](C)C(=O)[C@H](C)C[C@@]2(C)O)O[C@H](C)C[C@@H]1N(C)C,116.6,103.6,104.7,121.1,101.9,102.4,99.4,112.9
COc1cc2ccccc2[n+](C)c1-c1ccccc1F,104.4,100.0,96.0,98.6,99.6,99.3,87.1,95.7
N#CCSc1nc(N)nc2nc[nH]c12,117.6,90.4,124.5,114.2,91.5,94.3,111.3,90.0
Nc1c(C(=O)c2ccccc2)sc2nc(-c3cnccn3)cc(-c3cccs3)c12,106.4,103.3,98.9,111.0,87.1,101.1,104.2,102.8
CCCCCc1ccc(S(=O)(=O)Nc2cccc(-c3csc(NCCN4CCN(C)CC4)n3)c2)cc1,78.0,-31.1*,29.7,102.0,85.4,-66.9*,-36.7*,38.1

# One compound at a time (already shown). Screens in order: SK-MEL-28	SK-MEL-5	MDA-MB-435	SK-MEL-2	UACC-62	LOX IMVI	MALME-3M	UACC-257
# O=C(NCc1cn(Cc2cccc(Oc3ccccc3)c2)nn1)c1cccnc1Nc1cccc(F)c1 is listed as 94.9	91.9	25.8	nt	58.6	73.6	87.4	86.8
# CCc1nnc2n1N=C(c1ccc(Br)cc1)CS2 is listed as 105.5	98.8	96.6	102.0	89.6	95.5	104.8	106.5
# O=C1c2c(c3c4ccccc4[nH]c3c3ccc4ccccc4c23)C(=O)N1CCN1CCCCC1 is listed as 98.1	55.4	67.2	90.5	42.8	30.2	73.9	85.4
# O=[N+]([O-])c1nccn1CCCCCCN1CCOCC1 is listed as 104.3	104.8	107.8	133.0	99.3	99.7	109.5	105.2
# Nc1c(C(=O)c2ccccc2)sc2nc(-c3cnccn3)cc(-c3cccs3)c12 is listed as 106.4	103.3	98.9	111.0	87.1	101.1	104.2	102.8

# Next part.
SMILES,SK-MEL-28,SK-MEL-5,MDA-MB-435,SK-MEL-2,UACC-62,LOX IMVI,MALME-3M,UACC-257
C#CCOc1ccccc1/C=N/Nc1nc(-c2ccc(Cl)cc2Cl)cs1,99.6,99.0,97.7,101.8,92.5,99.4,102.3,101.7
CC(C)(C)OC(=O)N1CCc2c(sc3ncnc(N/N=C/c4cccc(Br)c4)c23)C1,75.2,44.1,34.3,76.1,43.0,33.1,66.9,80.8
Nc1c(C2=NCCN2)c(-c2ccccc2)c(-c2ccccc2)n1C1CCCCC1,104.0,nt,100.6,97.4,76.7,98.3,101.6,111.2
CCCCCCC(C)OC(=O)c1ccccc1C(=O)O (configuration not stated),99.2,97.5,92.2,100.6,92.9,105.0,109.0,88.9
CCCCC1SC2=NCCCN2C1(O)c1ccc(Cl)cc1 (configuration not stated),99.4,93.6,97.0,nt,102.8,100.3,105.6,115.1
COc1ccc(C(=O)COc2ccc(/C=C3\Oc4ccc(Cl)cc4C3=O)cc2)cc1,79.9,78.8,106.3,71.1,83.6,92.0,114.8,89.9
CC1OC(Oc2c(-c3ccc(O)c(O)c3)oc3cc(O)cc(O)c3c2=O)C(O)C(O)C1O (configuration not stated),105.3,91.8,111.1,104.3,102.6,97.1,109.6,103.5
COc1ccc(/C=C/C(=O)c2ccc(NC(=O)CSc3nnc(-c4ccc(-c5nc6ccc(Cl)cc6[nH]5)cc4)o3)cc2)cc1OC,100.9,99.3,100.1,102.7,92.7,97.8,86.6,100.3
